SMARCA2 act: SMARCA2 function activation, primary screen | MG213 cells, MMTV-luciferase reporter, dexamethasone, overnight | activation, % at 9.1 µM | 370,000 tested, 1% active; in the data active = activation above about 7.8%;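 also: 0% = vehicle wells and 100% = reference activator wells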
hgDAF-12 ag: agonists of H. glycines DAF-12 nuclear receptor; HEK293 GAL4-hgDAF12 UAS-luciferase reporter, agonist luminescence; normalized to butyrate control; activation, % at 6.8 µM; 370,000 tested, 1.8% active;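 active = activation above a cutoff set at the mean of all screened compounds plus 3 SD, cut at about 10% in these data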;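 also: 0% = DMSO wells and 100% = sodium butyrate wells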
GC-B act: GC-B (human) receptor activation. 370,000 tested, 0.11% active. HEK293-GC-B cells, CNP EC30, cGMP TR-FRET; 0% at EC30 CNP, 100% saturating CNP. P20594. activation, % at 10 µM;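 active = activation at 10 µM reaching about 35% in either raw or pattern-adjusted values, limit read from the data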
GAA850 FXN act: frataxin GAA850 promoter activation; HEK293 lucGAA850 FXN promoter luciferase reporter, 24 h; percent of 10 µM SAHA response; activation, % at 6 µM; 360,000 tested, 0.56% active; AID 540364;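 active = activation above the average of all compounds screened plus 3 SD, cutoff fixed separately per campaign, cut at about 7.5% in these data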;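 also: 0% = DMSO wells and 100% = 10 µM SAHA wells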
ADAM10 inh: inhibitors of human ADAM10; inhibition, % at 7 µM; O14672; 370,000 tested, 0.62% active; recombinant ADAM10, EDANS/DABCYL FRET peptide cleavage, 3 h;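 active = inhibition above a per-campaign cutoff equal to the mean of compounds falling between control-based bounds plus 3 SD, cut at about 20% in these data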;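 also: 0% = DMSO wells while the 100% control is not disclosed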
Target sequence (O14672 214-748 limits assumed): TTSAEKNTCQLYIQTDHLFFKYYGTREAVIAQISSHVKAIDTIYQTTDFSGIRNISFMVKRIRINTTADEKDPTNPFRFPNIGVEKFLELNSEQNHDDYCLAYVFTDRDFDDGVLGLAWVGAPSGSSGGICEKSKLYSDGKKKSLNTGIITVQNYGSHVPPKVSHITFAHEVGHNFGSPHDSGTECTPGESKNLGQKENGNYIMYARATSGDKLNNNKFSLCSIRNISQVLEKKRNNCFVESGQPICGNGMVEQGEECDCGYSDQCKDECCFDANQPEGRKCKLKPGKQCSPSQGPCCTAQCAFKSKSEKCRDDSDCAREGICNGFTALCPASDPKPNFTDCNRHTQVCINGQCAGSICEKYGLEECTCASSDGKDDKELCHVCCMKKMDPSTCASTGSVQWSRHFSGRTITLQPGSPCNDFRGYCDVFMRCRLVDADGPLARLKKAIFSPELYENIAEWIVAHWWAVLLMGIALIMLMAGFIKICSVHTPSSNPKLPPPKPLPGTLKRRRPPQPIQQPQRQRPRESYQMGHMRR
sPLA2-III inh: Inhibits HGIII-sPLA2 liposome hydrolysis, primary screen; 370,000 tested, 0.56% active; Q9NZ20; inhibition, % at 12.2 µM; QFRET BODIPY PC-A2 liposome hydrolysis, fluorescence;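 active = inhibition above mean plus 3 SD of compounds lying within the high and low control bounds, cut at about 19% in these data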;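 also: 0% = median of test compound wells and 100% = no enzyme DMSO wells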
Target sequence (Q9NZ20 whole entry, looked up): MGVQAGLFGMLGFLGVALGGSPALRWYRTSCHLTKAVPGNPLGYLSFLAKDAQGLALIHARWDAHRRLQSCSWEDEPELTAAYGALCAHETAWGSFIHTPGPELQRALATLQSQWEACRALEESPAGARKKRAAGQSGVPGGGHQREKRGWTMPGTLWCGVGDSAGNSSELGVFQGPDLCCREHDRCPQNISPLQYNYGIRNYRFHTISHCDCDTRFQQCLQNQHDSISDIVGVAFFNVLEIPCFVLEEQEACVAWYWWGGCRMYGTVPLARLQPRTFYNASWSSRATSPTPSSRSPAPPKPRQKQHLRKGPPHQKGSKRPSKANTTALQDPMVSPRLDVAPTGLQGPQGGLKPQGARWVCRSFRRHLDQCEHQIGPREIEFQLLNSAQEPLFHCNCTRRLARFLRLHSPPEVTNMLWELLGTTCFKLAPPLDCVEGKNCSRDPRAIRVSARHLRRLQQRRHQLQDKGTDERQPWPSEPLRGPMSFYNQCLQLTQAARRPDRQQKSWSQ
ssDAF-12 act: activates DAF-12 receptor from parasite S. stercoralis. 370,000 tested, 1% active. activation, % at 6.8 µM. HEK293 ssDAF-12/GRIP1 lit1-tk-luc reporter, luminescence; % of 3 µM dafachronic acid response;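 active = activation above the mean over all tested compounds plus 3 SD, cut at about 0.9% in these data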;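 also: 0% = DMSO-only wells and 100% = 3 µM delta7-dafachronic acid wells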
hcDAF-12 act: activators of H. contortus DAF-12 nuclear receptor | HEK293 hcDAF-12 lit1-tk-luc reporter, luminescence; 0% DMSO, 100% Δ7-dafachronic acid | activation, % at 6.8 µM | 370,000 tested, 1.4% active | AID 652067;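 active = activation above the mean of all tested compounds plus 3 SD, cut at about 5.5% in these data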;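 also: 100% = response to 3 µM Δ7-dafachronic acid high control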
DAX1 inh-1: inhibitors of DAX1 repression of SF-1 activated StAR promoter | HEK293T StAR-luciferase reporter, SF-1/DAX-1 repression relief | inhibition, % at 6.8 µM | 370,000 tested, 1.1% active | AID 652010;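 active = inhibition above the mean over all tested compounds plus 3 SD, cut at about 3.6% in these data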;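 also: 0% = DAX-1 cells with DMSO and 100% = cells lacking DAX-1 with DMSO; higher inhibition means more luminescence from relief of DAX-1 repression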
DAX1 inh-2: NR0B1 (DAX1) inhibition | P51843 | HEK293 Gal4-DAX1 luciferase reporter, luminescence | inhibition, % at 6.75 µM | 340,000 tested, 0.99% active | AID 504766;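 active = inhibition above the mean over all tested compounds plus 3 SD, cut at about 4.2% in these data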;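 also: 0% = DAX1-transfected cells with DMSO and 100% = empty-vector control cells with DMSO; inhibition shows as a rise in luminescence from relieved DAX1 repression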
NPR1 activator: GC-A (human) enzyme activation | P16066 | HEK293 GC-A cells, cGMP TR-FRET, EC30 ANP; 0% at EC30 ANP, 100% saturating ANP | activation, % at 10 µM | 370,000 tested, 0.14% active | AID 1671463; in the data active = activation above about 40%
* marks the source's active call; other numbers are inactive results; / = no result given.

mol	SMARCA2 act	hgDAF-12 ag	GC-B act	GAA850 FXN act	ADAM10 inh	sPLA2-III inh	ssDAF-12 act	hcDAF-12 act	DAX1 inh-1	DAX1 inh-2	NPR1 activator
COc1ccc(CCNC(=O)CNC(=O)c2ccccc2Br)cc1OC	0	0.4	-2	-2.1	-1	-1	-0.7	-1.8	0.6	2.1	0
CS(=O)(=O)N1CCN(c2ccc(NC(=O)c3ccc(Br)o3)cc2)CC1	3	7.4	2	2.1	9	5	0.0	0.8	2.5	1.4	-3
Nn1cnn(Cc2ccccc2)c1=S	0	1.3	1	-0.7	4	0	-1.1	0.1	-0.1	0.1	-1
COc1ccccc1OCCN1C(=O)S/C(=C\c2ccco2)C1=O	3	6.0	-3	0.5	6	-8	-0.7	1.3	-1.1	-0.1	0
COc1ccc(C(CCNCc2ccccc2F)c2ccc(F)cc2)cc1 (stereo not given)	-2	-1.8	-13	1.8	7	-8	-1.1	-1.8	-0.1	0.6	-18
COc1ccc(C(=O)N2N=C(c3cccs3)CC2c2ccccc2O)cc1 (stereo not given)	-3	-1.7	-6	0.0	1	-30	-1.4	0.0	-1.2	-0.3	0
CCCc1nc2c3ccccc3ccn2c1CC(C)(C)C	-3	-0.2	-1	/	-68	8	-0.2	2.0	0.4	/	-8
CCn1cc(C(=O)NCCc2ccccc2)c(=O)c2cc(S(=O)(=O)N(C)C)ccc21	0	2.2	-7	1.7	4	1	-1.0	-0.4	0.3	-0.5	3
COc1ccc(-n2nc(C(=O)NCC(=O)N3CCN(C)CC3)c3ccccc3c2=O)cc1	4	-0.1	0	-0.8	-7	-4	-1.4	-0.9	0.2	1.1	4
C/C=C/C(=O)OCC(=O)Nc1ccc(SC(F)F)cc1	-2	5.7	3	1.7	-4	-6	-1.4	0.2	0.1	0.3	4
COc1ccc(Cl)cc1C(=O)NNC(=O)c1nn(C)c(=O)c2ccccc12	-2	-1.3	-2	1.9	-4	2	-1.2	-0.4	0.1	-0.7	0
COc1ccc(/C=N\NC(=O)c2ccccc2F)cc1COc1ccc(F)cc1	-1	0.6	0	-1.1	-10	7	-1.0	-1.1	-2.1	0.7	1
CCn1nc(NC(=O)c2ccco2)c2cc3ccc(C)cc3nc21	0	0.2	7	-0.9	-249	-1	-2.0	-1.2	-0.4	-1.9	7
O=C(COC(=O)CN1C(=O)NC2(CCCC2)C1=O)Nc1ccccc1C(F)(F)F	-3	0.3	0	-1.2	-3	7	-1.2	0.2	1.5	12*	1
C/C=N/NC(=O)CCNC(=O)c1ccccc1	3	6.1	9	1.6	5	4	-1.4	-0.9	-0.9	0.2	-2
Cc1cnnc2c1-c1no[n+]([O-])c1CC2	-1	-1.4	2	0.4	2	9	0.3	2.6	-0.4	0.8	-1
CCNC(=O)C1(C)CCCN(C(=O)c2cc3ccccc3s2)C1 (stereo not given)	-6	-3.3	-3	-0.8	-9	7	-0.2	-0.9	-0.6	/	3
O=C(NCCN1CCN(c2ccccc2)CC1)c1ccc2c(c1)[nH]c(=S)n1c3ccccc3nc21	0	-1.9	3	0.6	-39	4	-1.3	-0.5	1.0	-1.1	13
CCNc1nc(SCc2ccccc2)nc(N2CCOCC2)n1	2	-0.3	-5	4.6	8	-6	-1.8	-0.9	0.0	0.1	4
COc1ccc(NS(=O)(=O)c2c(C)n(C)c(=O)n(C)c2=O)cc1OC	-1	-1.6	-6	1.2	2	5	-0.7	0.4	0.9	0.8	-2
N#C/C(=C\c1cccc(Br)c1)C(=O)N1CCCCC1	-1	1.6	-2	0.8	1	-2	-0.9	-0.9	0.0	0.8	3
COc1cc(C2C3=C(CCCC3=O)Nc3[nH]n(-c4ccccc4)c(=O)c32)ccc1OC(C)=O (stereo not given)	-3	-0.9	2	2.8	-2	-6	0.5	-1.9	-0.7	-1.2	-1
CCCn1c(SCCN2CCOCC2)nc2c1c(=O)n(C)c(=O)n2C	-1	-1.1	-1	0.7	4	5	-1.5	-0.8	-1.0	2.8	1
O=CNc1cc(-c2ccc(C(=O)NC3CC3)cc2)cn2c(-c3ccc(F)c(Cl)c3)cnc12	-1	-3.2	-4	1.4	-45	-1	-2.5	-2.8	-1.4	/	0
C=CCn1cc(C(=O)NCCCOC)c(=O)c2cc(S(=O)(=O)N3CCC(C)CC3)ccc21	3	0.3	6	-0.2	-26	15	-0.4	1.2	-0.9	1.5	5
O=C(CN1CCN(Cc2ccc(F)cc2)C1=O)NCc1cccs1	0	0.2	3	-2.2	-7	-5	-1.2	2.5	-0.6	1.5	2
NNC(=O)c1cc2c(ccc3ccccc32)o1	-1	0.9	-4	1.7	-88	-14	-1.2	-1.3	-0.4	0.3	12
O=C1CC(c2cccc(Cl)c2)Cc2nc(N3CCOCC3)ncc21 (stereo not given)	-1	-2.9	2	0.4	0	2	-1.6	-0.1	-1.0	-0.1	-4
CC(C)c1c(O)ccc2c1CC[C@H]1C(C)(C)CCC[C@]21C	-5	0.1	6	0.9	-5	-5	-1.4	-0.9	2.3	0.1	-4
O=c1cc(CCc2ccccc2)[nH]c(=O)[nH]1	1	0.1	2	/	-3	6	-1.6	-1.1	0.1	/	-2
CC1CCN(C(=O)COC(=O)CCCN2C(=O)c3cccc4cccc(c34)C2=O)CC1	5	0.3	4	2.2	-204	-1	-0.7	2.6	-0.6	0.3	4
COc1ccc(S(=O)(=O)N(C)C[C@@H]2OCc3cn(nn3)CCCC(=O)N([C@@H](C)CO)C[C@H]2C)cc1	5	-1.3	1	-1.6	2	-2	-0.7	0.9	1.4	1.9	2
O=C(Oc1cccc2cccnc12)c1ccc2c(c1)OCCO2	-1	1.7	4	-0.3	0	-2	-0.8	-0.8	0.0	1.2	1
O=C(N/N=C/c1ccc2cccc(OCc3ccccc3)c2n1)c1ccc(Br)cc1	0	-0.2	18	-0.3	-227	-2	-1.3	0.3	0.6	-0.8	16
O=C(Nc1ccc(O)cc1)c1ccccc1OCc1ccccc1	3	2.5	4	1.4	9	-26	-1.2	-1.4	-0.8	0.1	9
CC(C)c1ccc2c(c1)C1Cc3ccccc3C1N2 (stereo not given)	2	6.1	1	3.0	-44	3	-0.5	7.8*	1.1	3.2	0
Cc1ccc2c(CN3CCN(S(=O)(=O)c4ccccc4C(F)(F)F)CC3)cc(=O)oc2c1C	-1	-6.3	-2	1.9	2	-14	-2.3	-2.8	-4.9	-1.9	-2
Cc1ccc(Cn2nc(C)c(/C=N/NC(=O)c3cccnc3)c2C)cc1	-5	-1.1	10	-1.9	-8	4	-2.0	-0.3	-1.4	0.2	1
CCOC(=O)Cn1cc(CN2CCS(=O)(=O)N(Cc3ccccc3)C(C(=O)OC)C2)nn1 (stereo not given)	-2	-0.5	1	/	-9	6	0.8	0.8	-0.8	/	-1
CC(C)OC(=O)CSc1nc2c(cc1C#N)CCCCC2	5	1.8	-7	3.2	-18	-4	-1.8	0.1	0.2	2.1	-9
O=C(CSc1nnc(-c2ccncc2)n1Cc1ccco1)Nc1cccc(O)c1	-1	-2.4	-2	-2.0	7	0	-1.4	-0.6	-0.3	0.4	2
O=C(Nn1cc(C(=O)Nc2ccccc2F)c2ccccc2c1=O)c1cnccn1	-2	-0.1	1	-1.7	-2	-5	-0.6	0.5	-0.7	-1.0	0
COc1ccc(/C=C/C(=O)N(C)C2(C)CCS(=O)(=O)C2)cc1 (stereo not given)	-3	-1.0	6	-2.7	-11	14	0.2	-0.4	-0.4	-0.5	-3
O=C(Cc1ccccc1)NCCSCc1ccccc1	0	2.2	0	1.7	5	3	-0.9	-0.8	0.6	0.6	2
Cc1ccc2[nH]c3c(Cl)ncnc3c2c1	1	-0.3	-18	2.7	-103	1	-0.9	-0.6	-0.2	/	-23
Cc1ccc(NC2(C(N)=O)CCCC2)cc1	-2	4.7	-5	1.8	-8	7	-1.2	-0.9	-0.2	1.0	0
CCOC(=O)[C@@]12CCCC3=C1N(CCC3)C(=O)[C@H]2CC(=O)N1CCSCC1	1	-1.3	-3	/	-8	13	-1.7	-3.0	0.3	/	1
COc1ccc(N2C(=O)CCC2(C#N)c2ccc(Br)cc2)cc1 (stereo not given)	-2	-0.3	-21	-2.2	-2	-5	-1.6	-0.8	-0.3	-0.4	-26
COc1ccc(OCC(=O)N2CCc3ccccc3C2)cc1	0	2.2	-4	1.2	4	-7	0.7	0.4	-0.1	-0.4	3
COc1ccc(C(=O)N2CCN(C(=O)c3cc(OC)c(OC)c(OC)c3)CC2)cc1	1	-0.5	4	-0.5	2	4	-0.7	-0.3	-0.2	1.3	-2

Looked up above.
CCNc1nc(SCc2ccccc2)nc(N2CCOCC2)n1 in NPR1 activator is listed with 4
O=C(N/N=C/c1ccc2cccc(OCc3ccccc3)c2n1)c1ccc(Br)cc1 in NPR1 activator is listed with 16

Continued.
mol	SMARCA2 act	hgDAF-12 ag	GC-B act	GAA850 FXN act	ADAM10 inh	sPLA2-III inh	ssDAF-12 act	hcDAF-12 act	DAX1 inh-1	DAX1 inh-2	NPR1 activator
Cn1c(=O)c(=O)n(C)c2cc(S(=O)(=O)NCCOc3ccccc3)ccc21	-1	-1.2	1	2.2	-10	0	-1.1	-0.7	-0.1	/	0
OCCOCCN1CCN(C(=S)Nc2ccccc2)CC1	-2	-3.2	5	1.6	-4	2	-1.9	1.9	0.0	0.7	1
CCc1cc(=O)oc2c(C)c(OCC(=O)NCC3CCC(C(=O)O)CC3)ccc12 (stereo not given)	1	3.1	2	1.4	-53	-3	-1.1	-0.9	-0.3	2.0	1
O=C(CSc1nc2[nH]c(=O)cc(O)c2s1)Nc1cc(Cl)cc(Cl)c1	-3	-0.4	-2	0.9	-5	3	-1.1	-2.7	0.0	1.3	4
COc1ccccc1C1CC(=O)Oc2cc(O)ccc21 (stereo not given)	-3	1.0	-3	2.0	-14	9	-1.8	-1.3	4.0*	0.2	4
O=C(Cn1cnc2sc(-c3ccccc3)cc2c1=O)NCc1ccccc1	-2	1.5	-7	-4.0	7	6	-1.5	-1.0	0.0	1.0	0
CCOC(=O)C1CCN(C(=O)c2ccc(S(=O)(=O)Nc3ccccc3Cl)cc2)CC1	-3	-1.3	3	-0.9	-2	4	-1.2	-0.2	-0.8	1.4	3
COc1ccc(CN2CC(C(=O)NCc3ccc4c(c3)OCO4)CC2=O)cc1 (stereo not given)	-1	2.0	8	-2.8	-4	0	-1.9	-1.4	-0.5	0.9	0
Cc1ccccc1OCC(=O)OCC(=O)Nc1ccc2c(c1)OCCO2	0	2.3	-4	0.8	1	3	-0.8	1.6	-0.8	1.1	0
CCCCc1nnc2c(N(C)S(=O)(=O)c3ccc(C)cc3)nc3ccccc3n12	-3	-1.2	5	0.1	-3	10	0.1	4.2	-0.2	-0.4	-5
